# Compound activity: PubChem, several laboratories
# PAD4 inh = blocks human protein arginine deiminase 4. recombinant PAD4, RCA probe fluorescence polarization. inhibition, % at 6.36 µM. 0.41% of 330,000 active;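 active means percent inhibition above a cutoff equal to the mean of all tested compounds plus 3 SD, cut at about 15% in these data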;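 further: 0% = PAD4 with RCA probe and DMSO and 100% = probe without PAD4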
# Bcl-xL primary = inhibitors of human Bcl-xL. Q07817. GST-Bcl-xL / FITC-Bim BH3 peptide fluorescence polarization. inhibition, % at 10.9 µM. 0.7% of 320,000 active;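 active means inhibition above the mean of all tested compounds plus 3 SD, cutoff set per campaign, cut at about 30% in these data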;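 further: 0% = DMSO wells and 100% = unlabeled Bim-BH3 peptide competitor; inhibitors lower millipolarization by displacing the labeled peptide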
# Target sequence (Q07817 whole entry, looked up): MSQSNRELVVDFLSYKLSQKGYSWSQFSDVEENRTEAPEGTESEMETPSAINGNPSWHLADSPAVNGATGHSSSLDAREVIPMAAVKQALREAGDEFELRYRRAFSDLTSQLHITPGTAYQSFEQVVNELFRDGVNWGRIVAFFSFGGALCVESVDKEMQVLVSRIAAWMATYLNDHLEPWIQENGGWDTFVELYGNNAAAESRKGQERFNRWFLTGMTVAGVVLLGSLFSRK
# TPT1 inhibitor = C. albicans TPT1 enzyme inhibition; recombinant caTPT1, FP RNA substrate dephosphorylation; inhibition, % at 5 µM; 0.81% of 300,000 active; AID 1962;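 active means inhibition above the mean of all tested compounds plus 3 SD, set per screening campaign, cut at about 24% in these data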;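 further: plate controls were DMSO alone for no effect and ferristatin control at 100 nM for full effect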
# GSTO1 counter = counter-screen for RBBP9 inhibitors: inhibitors of human GSTO1. AID 1974. inhibition, % at 5.96 µM. recombinant GSTO1, activity-based probe fluorescence polarization. P78417. 1.1% of 300,000 active;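 active means inhibition above the campaign mean inhibition plus 3 SD, cut at about 35% in these data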;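 further: 0% = GSTO1-1 with DMSO and 100% = wells lacking GSTO1-1 enzyme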
# MCL1 BIM primary = MCL1-BIM-BH3 interaction inhibition (human); AID 2057; 0.68% of 320,000 active; Q07820; GST-MCL1 / FITC-Bim-BH3 fluorescence polarization; inhibition, % at 10.9 µM;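 active means inhibition above the mean inhibition of all tested compounds plus 3 SD, set per campaign, cut at about 40% in these data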;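 further: 0% = DMSO wells and 100% = unlabeled Bim-BH3 peptide control; higher means more loss of mP so more displacement of Bim peptide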
# Target sequence (Q07820 whole entry, looked up): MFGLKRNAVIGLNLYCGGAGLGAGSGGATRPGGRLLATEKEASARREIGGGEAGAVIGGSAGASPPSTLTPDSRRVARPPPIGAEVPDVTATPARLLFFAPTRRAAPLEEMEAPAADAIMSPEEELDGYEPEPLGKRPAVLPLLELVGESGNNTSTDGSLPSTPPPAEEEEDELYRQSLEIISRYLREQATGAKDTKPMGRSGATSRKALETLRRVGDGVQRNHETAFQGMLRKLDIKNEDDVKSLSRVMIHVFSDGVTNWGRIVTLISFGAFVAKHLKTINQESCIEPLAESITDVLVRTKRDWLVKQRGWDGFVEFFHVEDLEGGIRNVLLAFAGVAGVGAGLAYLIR
# MEX-5 binding = C. elegans MEX-5 TCR-2 RNA binding activity; activity score (negative = inhibition of binding), % at 10 µM; 0.38% of 300,000 active; MEX-5/FITC-TCR2 RNA binding, fluorescence polarization; stronger effect = lower value; Q9XUB2;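 active means inhibition past about -25% in most replicates, and total fluorescence under double the plate's negative control median, limit read from the data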;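 further: 0% = DMSO and -100% = 5 µM competing unlabeled TCR2 RNA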
# Fam108B inh = blocks mouse Fam108B hydrolase in RBBP9 counter-screen | recombinant Fam108B, FP-Rh probe fluorescence polarization | inhibition, % at 9.51 µM | 0.33% of 300,000 active;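 active means inhibition above the screen mean inhibition plus 3 SD, computed separately per campaign, cut at about 18% in these data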;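 further: inhibitors lower polarization as less probe binds the enzyme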
# PME-1 inh = blocks human protein phosphatase methylesterase 1; recombinant PME-1, FP-Rh probe fluorescence polarization; inhibition, % at 5.9 µM; 0.53% of 320,000 active;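 active means inhibition above the campaign mean of all compounds plus 3 SD, cut at about 26% in these data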;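 further: competitive labeling of PME-1 active site by serine hydrolase directed probe; 0% = PME-1 with DMSO and 100% = wells lacking PME-1 enzyme; inhibitors block probe labeling so polarization falls and inhibition rises; many of its hits are not listed in these tables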
# Target sequence (Q9Y570 whole entry, looked up): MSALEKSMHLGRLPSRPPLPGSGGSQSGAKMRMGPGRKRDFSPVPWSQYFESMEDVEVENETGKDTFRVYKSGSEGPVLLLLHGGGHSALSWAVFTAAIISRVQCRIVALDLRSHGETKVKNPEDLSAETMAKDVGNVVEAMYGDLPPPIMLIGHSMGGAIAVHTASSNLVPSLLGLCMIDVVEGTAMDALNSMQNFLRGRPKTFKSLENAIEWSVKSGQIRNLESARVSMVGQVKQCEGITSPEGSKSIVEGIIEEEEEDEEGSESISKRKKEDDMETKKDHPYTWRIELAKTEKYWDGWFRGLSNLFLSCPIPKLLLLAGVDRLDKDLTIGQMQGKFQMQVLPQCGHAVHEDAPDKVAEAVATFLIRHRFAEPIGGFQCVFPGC
# GLD-1 TGE inh = GLD-1-TGE RNA interaction inhibition (C. elegans) | inhibition, % at 5.96 µM | 0.44% of 320,000 active | purified GLD-1 + fluorescein TGE RNA, fluorescence polarization | Q17339 | AID 2280;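 active means percent inhibition above a per-plate cutoff, the plate mean of test compounds plus 3 SD, cut at about 30% in these data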;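 further: 0% = DMSO wells with GLD-1 and probe and 100% = wells lacking GLD-1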
# * hit, by the source's call; / = no result given.
No.	canonical_smiles	TPT1 inhibitor	GSTO1 counter	Fam108B inh	MEX-5 binding	PME-1 inh	GLD-1 TGE inh	PAD4 inh	MCL1 BIM primary	Bcl-xL primary
1	COc1ccc(C2CC(c3cccs3)=NN2S(C)(=O)=O)cc1OC (configuration not stated)	5	4	-1	/	-2	-7	-2	-5	-5
2	Cc1ccc2c(c1)N(CC(=O)NC1CCCc3ccccc31)C(=O)CO2 (configuration not stated)	-3	-6	6	2.3	0	0	0	1	3
3	CCOc1ccc(OCC)c(NS(=O)(=O)c2ccc3c(c2)n(C)c(=O)c(=O)n3C)c1	-7	3	2	-0.9	1	9	-7	0	2
4	COc1ccccc1N1CCN(C(=O)CSc2nnc3n2C(C)(C)Cc2ccccc2-3)CC1	1	1	-4	-3.8	4	3	-1	5	2
5	CCOc1ccc(NC(=S)NCCCN2CCN(c3ccc(OC)cc3)CC2)cc1	0	6	-1	0.6	-12	-4	-13	5	3
6	CCN(CC)c1ccc(CN(C(=O)c2cc(OC)c(OC)c(OC)c2)C2CCS(=O)(=O)C2)cc1 (configuration not stated)	2	5	2	2.4	-5	-4	-2	8	9
7	CCOC(=O)c1cc(C(C)C)sc1NC(=O)COC(=O)CCS(=O)(=O)c1ccccc1	6	31	-2	-0.6	-3	8	0	-5	-3
8	Cc1ccc(C)c(S(=O)(=O)NC(C)CCc2ccccc2)c1 (configuration not stated)	4	-5	-4	0.2	3	0	0	-9	3
9	COc1ccc(-c2cnc3ccccc3n2)cc1NC(=O)CNC(=O)c1ccccc1	-2	5	-11	1.0	-17	-2	-1	-5	-4
10	ClCc1nnc(-c2ccccc2)o1	0	102*	3	1.1	-1	2	0	-9	-1
11	O=C(Nc1cccc(S(=O)(=O)N2CCCC2)c1)c1ccccc1OC(F)F	1	1	0	-1.7	6	6	3	-15	-10
12	O=C(NNC1CC(=O)N(c2ccc(Br)cc2)C1=O)c1ccco1 (configuration not stated)	-6	3	-2	-3.6	-2	5	-6	3	-2
13	COc1ccc(NC(=O)CC(Cc2ccc(Cl)cc2)C(=O)O)cc1 (configuration not stated)	0	1	-5	0.0	2	2	-5	-2	-1
14	C/C(=N\Nc1ccc([N+](=O)[O-])cc1)c1ccc(C#N)cc1	16	1	-6	0.6	-6	-11	-1	-12	-6
15	O=C(NC1CCCCCC1)c1cc(-c2ccccn2)nc2ccccc12	2	3	-1	-0.7	7	9	-4	2	2
16	COc1ccccc1NC(=S)NCC1CCCCC1	-1	-2	0	1.1	-3	-2	-2	6	0
17	O=C(N/N=C/c1c(O)ccc2ccccc12)c1cccnc1	64*	15	5	-9.0	10	-120	-11	-17	-12
18	Cc1ccn2c(CNCc3cnn(C)c3)c(C(=O)N3CCCCCC3)nc2c1	-2	-4	3	/	0	-1	2	0	67*
19	Cc1cccc(C(=O)NC(=S)N2CCN(C(=S)NC(=O)c3cccc(C)c3)CC2)c1	0	5	-2	1.1	-4	-1	0	-2	3
20	COc1ccc2c(c1)c1nc3n(c(=O)c1n2CC(=O)Nc1ccccc1)CCCS3	-2	-1	2	0.3	1	13	4	2	2
21	C1=C(c2cccc3ccccc23)N2CCN=C2S1	-3	-2	-5	2.3	0	-1	-2	0	4
22	CCN(CC)S(=O)(=O)c1ccc(NCCCn2ccnc2)c([N+](=O)[O-])c1	-1	5	-4	-8.3	2	-6	-4	4	3
23	Cc1cc2nc(-c3ccc[nH]c3=O)n(Cc3cccc(F)c3)c2cc1C	-5	2	1	1.9	7	-10	-5	-1	0
24	CCN(CC)CCn1c(=S)[nH]c2ccccc2c1=O	0	3	-2	0.0	0	2	2	9	6
25	COc1ccccc1N1CCN(C(=O)c2ccoc2C)CC1	4	5	-4	1.8	-2	1	-2	7	6
26	O=C(COC(=O)C12CC3CC(CC(O)(C3)C1)C2)Nc1ccc(Br)cc1F	/	/	/	/	-5	7	5	-4	-3
27	O=c1cc(N2CCN(c3ccccc3)CC2)[nH]c(=O)n1-c1ccccc1Cl	-1	3	2	0.8	1	2	-2	2	6
28	C/C(=N\NC(=O)C1CC1)c1ccc(Cl)cc1	2	-4	-2	-0.9	-3	7	-2	-5	0
29	O=C1CC(=C(c2ccccc2)c2ccccc2)C(=O)N1CCCCN1CCN(c2cccc(Cl)c2)CC1	1	6	1	0.9	3	-1	-1	1	1
30	Fc1ccc(NCc2cccnc2)cc1	-2	3	2	-0.1	-3	6	-4	8	3
31	COc1ccc(NC(=O)Nc2nnc(-c3ccncc3)s2)cc1	0	-8	2	0.8	-187	4	-3	5	1
32	O=C(NNC1CC(=O)N(c2ccc(Br)cc2)C1=O)c1cccs1 (configuration not stated)	3	2	6	0.6	3	6	-3	0	-3
33	CCOc1ccc(NC(=S)N(Cc2ccc(N(C)C)cc2)Cc2ccco2)cc1	-1	1	2	0.0	10	5	-2	7	1
34	O=C(O)c1cccc(Nc2ccc([N+](=O)[O-])c3nonc23)c1	0	3	-3	2.0	-8	2	-5	-4	11
35	CN(C)S(=O)(=O)c1ccc(C(=O)NCc2ccc3[nH]c4c(c3c2)CCCC4)cc1	-3	3	10	2.1	7	9	1	-8	7
36	COC(=O)C1=C(C)NC(=S)NC1c1ccc(OCC(=O)N2CCCCC2)c(OC)c1 (configuration not stated)	1	2	-2	1.1	1	-2	-4	2	3
37	CC(=O)Nc1ccn(-c2ccccc2)n1	-4	0	1	-1.1	-6	3	9	3	6
38	Cc1cc(C)n(CCc2nc(-c3ccc(-c4ccccc4)cc3)cs2)n1	0	2	-3	1.2	3	-1	4	3	0
39	CCc1ccc(OC(C)C(=O)N(Cc2ccco2)C2CCS(=O)(=O)C2)cc1 (configuration not stated)	-2	2	-4	0.4	3	-5	-2	-2	1
40	COc1cccc(OC)c1C(=O)n1nc(C)cc1C	-1	3	-3	-2.0	-4	4	-4	7	5
41	CC(C)CC(=O)NC(=S)N1CCCCCC1	1	1	3	-3.1	0	2	-3	3	-1
42	COc1ccccc1Nc1cc(C(=O)NC2CCCC2)c2ccccc2n1	-2	2	2	/	1	7	0	9	1
43	O=C(CC(=O)NCCc1ccccc1)NCCc1ccccc1	-1	2	4	-0.8	-6	-1	2	0	1
44	CCCCn1nnnc1SCC(=O)Nc1ccc(F)cc1	3	-2	4	-2.8	4	-2	-4	-7	-2
45	Oc1ccc(-c2nc3c4c(ncn3n2)-c2ccccc2CC42CCCC2)cc1	-1	-2	-4	-0.4	-7	-2	-9	0	2
46	CC(=O)NCC1CCN(C(=O)C2CCC(=O)N(CCc3cccc(F)c3)C2)CC1 (configuration not stated)	-3	-2	3	-1.4	1	-2	-3	7	2
47	CCN(CC)c1ccc(NC2=C(Cl)C(=O)c3ccccc3C2=O)cc1	0	83*	14	/	7	16	-2	11	12
48	C=CC1C(OC2OC(CO)C(O)C(O)C2O)OC=C(C(=O)OC)C1CC1CC(=O)CC(CC(=O)CCc2ccc(O)cc2)O1 (configuration not stated)	-3	11	-2	-1.1	-4	1	-3	4	5
49	COC(=O)C1CCC(C)(C(=O)Nc2ccccc2)C1(C)C (configuration not stated)	1	-4	5	0.1	-4	-3	-1	-1	4
50	CCOC(=O)C(Cc1ccccc1)NC(=O)Cn1nnc(-c2ccc(SC)cc2)n1 (configuration not stated)	-2	-7	-6	-0.4	-8	4	-3	2	5

# Continuation.
No.	canonical_smiles	TPT1 inhibitor	GSTO1 counter	Fam108B inh	MEX-5 binding	PME-1 inh	GLD-1 TGE inh	PAD4 inh	MCL1 BIM primary	Bcl-xL primary
51	Cn1nc(CC(=O)NCc2cccc3ccccc23)c2ccccc2c1=O	-5	-4	0	-3.9	-3	1	3	0	4
52	CCOC(=O)c1ccc(NS(=O)(=O)c2ccc3c(c2)CCCN3C(C)=O)cc1	-1	2	-1	0.1	1	7	0	2	5
53	O=C(CC1(O)C(=O)N(Cc2ccccc2)c2ccccc21)c1ccc2c(c1)OCO2 (configuration not stated)	1	-3	4	2.1	-7	3	-5	1	8
54	O=S(=O)(Nc1ccncc1)c1ccc(Cl)c(Cl)c1	-1	0	0	-1.3	-5	2	0	0	1
55	COc1cccc(CNC(=O)CCc2nnc3ccc(NCCCN4CCCC4=O)nn23)c1	0	2	0	0.3	1	-4	-2	1	2
56	COCCn1c(-c2cc(OC)c(OC)c(OC)c2)nc2oc3cc(OC)ccc3c(=O)c2c1=O	0	-8	0	-1.1	-1	-3	0	-9	-5
57	CCCc1cc(=O)n2[nH]c(NCc3c(F)cccc3Cl)nc2n1	-1	-9	2	1.7	3	-8	-7	6	-2
58	COc1ccc(NC(=O)Nc2cccc(C)n2)c(OC)c1	-1	-5	1	1.0	6	6	-3	0	2
59	N#Cc1ccc(C(=O)Nc2cccc3ncccc23)c(F)c1	-4	7	-3	0.5	-8	2	-2	-6	7
60	CCOC(=O)N1CCN(C(=O)C(C)SCc2ccccc2)CC1 (configuration not stated)	-5	2	1	-1.2	-2	-1	-5	-4	1
61	c1ccc2c(Oc3ccc4c(c3)OCO4)nncc2c1	-1	-2	0	-1.0	-4	-8	-4	1	-1
62	CN(C)Cc1c(O)ccc2occ(C(=O)c3ccc(F)cc3)c12	1	9	5	-2.4	-1	7	-4	2	4
63	CCC1(C)Cc2ccccc2C(=O)N1 (configuration not stated)	-5	3	1	-0.6	-2	-2	-8	-7	-7
64	C=CCn1c(NCc2ccccc2O)nc2ccccc21	0	1	0	0.6	15	0	-4	-10	-2
65	O=C(Nc1ncccc1O)c1ccc2c(c1)OCO2	0	2	0	-2.2	1	2	2	3	5
66	CN(c1ccc(OCc2ccc([N+](=O)[O-])cc2)cc1)S(=O)(=O)c1ccccc1	2	0	0	2.2	-1	-1	3	4	-4
67	N#Cc1ccccc1OCC(=O)OCC(=O)c1ccc[nH]1	/	/	/	/	6	2	2	-4	6
68	Cc1ccc(Cn2c(C)c3cnn(CC(=O)NCc4ccccn4)c(=O)c3c2C)cc1	-3	1	-4	0.6	2	-3	6	3	6
69	CS(=O)c1ccccc1COC(=O)Nc1ccccc1 (configuration not stated)	1	2	2	1.4	-2	-5	-1	0	-2
70	Cc1nn(C)cc1CNC(=O)CCC(=O)O	0	-12	-6	0.2	2	7	1	2	3
71	COc1ccc2c(c1)CC/C(=C/c1ccncc1)C2=O	-2	-3	3	-0.4	-1	-4	-2	-2	5
72	C=CCNC(=O)Cn1nnc(-c2ccc(-c3ccc(OC)cc3)cc2)n1	2	-2	-8	0.1	-7	1	-2	3	2
73	Cc1ccc(CNC(=O)C2CCN(C(=O)Nc3ccccc3)CC2)cc1	-4	8	5	0.9	-3	8	2	5	2
74	COC(=O)C1CCN(c2ccc([N+](=O)[O-])cc2)CC1	-2	-8	0	2.8	-2	-2	-5	-3	-1
75	COC(=O)c1ccc(-c2ncc(-c3cccc4ccccc34)o2)cc1	8	7	-5	-2.2	-12	1	-13	2	-4
76	CCOc1c(Cl)cc(C(=O)Nc2ccccc2-c2ccccc2)cc1Cl	-1	-4	-7	1.6	-6	-3	-1	-7	3
77	Cc1cc2ccccn2c1C(=O)c1nc(NCc2ccco2)ncc1Cl	0	-2	1	5.8	7	6	-2	12	7
78	CC(OC(=O)c1cccc(S(=O)(=O)N2CCOCC2)c1)C(=O)NC1CCCCC1C (configuration not stated)	/	/	/	/	10	4	-2	-17	-9
79	O=C(Nc1nccs1)c1ccc(S(=O)(=O)NCc2cccs2)cc1	-6	12	-2	1.8	-1	2	0	6	3

# Not all compounds are listed; rates above refer to the full screens.
